Screening data deposited in PubChem by Sanford-Burnham Center for Chemical Genomics.
Gli-Sufu block: Gli-Sufu pathway antagonism. AID 588413. actives 0.74% (n = 340,000). Sufu-KO-LIGHT fibroblasts, Gli luciferase reporter luminescence. inhibition, % at 5 µM;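 active = inhibition above about 55%, limit read from the data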;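 note: 0% = DMSO-treated cells and 100% = wells with medium but no cells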
APJ agonist: activates the human apelin receptor APJ; P35414; activation, % at 20 µM; CHO-K1 APJ PathHunter beta-arrestin, luminescence; 0% DMSO wells, 100% apelin; AID 2520; actives 0.11% (n = 330,000);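 active = activation more than six SD over the plate average, tested at 20 µM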;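 note: 0% = DMSO alone and 100% = apelin-13 at 10 nM; some results filed as inactive read as strong as hits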
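Assay system – PathHunter CHO-K1 APJ (AGTRL-1) beta-arrestin reporter cells · Compound – one dose, 20 µM compound, 1% DMSO · Timing – compound 90 min 25 °C, reagent 1 h · Measured by – luminescence from split beta-galactosidase complementation, Galacton Star/Emerald II substrate · Measure – beta-arrestin recruitment to APJ as agonist activity, luminescent signal · Benchmarks – DMSO vs Apelin-13 10 nM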
EBI2 antag: EBI2 (human) antagonism. AID 651636. inhibition, % at 5 µM. actives 0.81% (n = 360,000). EBI2 beta-arrestin recruitment, luminescence, 7a,25-OHC stimulated. P32249; in the data active = inhibition above about 38%;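 note: enzyme fragment complementation signal reports receptor beta-arrestin coupling in cells; 0% = agonist plus DMSO wells and 100% = wells without agonist; some results beyond the cut were filed as inactive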
ATG4B inhibitor: ATG4B (human) cysteine protease inhibition. Q9Y4P1. ATG4B cleavage of LC3-PLA2, NBD-HPC fluorescence, 1 h. inhibition, % at 8.33 µM. actives 0.51% (n = 340,000). AID 504462; in the data active = inhibition above about 40%
Target sequence (Q9Y4P1 whole entry, looked up): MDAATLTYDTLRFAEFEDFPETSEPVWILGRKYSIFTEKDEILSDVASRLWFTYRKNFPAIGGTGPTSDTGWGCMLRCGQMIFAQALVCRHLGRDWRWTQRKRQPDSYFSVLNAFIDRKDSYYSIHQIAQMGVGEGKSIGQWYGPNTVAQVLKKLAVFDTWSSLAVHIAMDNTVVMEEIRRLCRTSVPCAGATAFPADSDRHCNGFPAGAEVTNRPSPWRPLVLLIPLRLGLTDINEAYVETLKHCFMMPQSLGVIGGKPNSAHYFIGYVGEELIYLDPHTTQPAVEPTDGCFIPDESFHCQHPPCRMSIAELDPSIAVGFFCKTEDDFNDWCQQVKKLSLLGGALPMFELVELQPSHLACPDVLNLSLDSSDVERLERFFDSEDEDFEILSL
CXCR6 block: CXCR6 (human) receptor inhibition; CHO-K1 PathHunter CXCR6 beta-arrestin, luminescence; inhibition, % at 20 µM; actives 0.36% (n = 360,000); AID 602244; in the data active = inhibition above about 34%, passing the limit was not always enough;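 note: antagonist mode with CXCL16 agonist at 10 nM final; 0% = 10 nM CXCL16 with DMSO and 100% = unstimulated wells without agonist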
CCR6 antagonist: blocks CCL20-driven beta-arrestin recruitment at human CCR6 | CHO-K1 CCR6 PathHunter beta-arrestin, luminescence, CCL20-stimulated | inhibition, % at 20 µM | actives 0.49% (n = 340,000);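 active = compounds whose inhibition of the agonist-driven luminescence signal at 20 µM reaches about 50%, limit read from the data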;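 note: cells stimulated with CCL20 at 14 nM final; plate controls were DMSO with CCL20 for no effect and DMSO without agonist for full effect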
Target sequence (P51684 whole entry, looked up): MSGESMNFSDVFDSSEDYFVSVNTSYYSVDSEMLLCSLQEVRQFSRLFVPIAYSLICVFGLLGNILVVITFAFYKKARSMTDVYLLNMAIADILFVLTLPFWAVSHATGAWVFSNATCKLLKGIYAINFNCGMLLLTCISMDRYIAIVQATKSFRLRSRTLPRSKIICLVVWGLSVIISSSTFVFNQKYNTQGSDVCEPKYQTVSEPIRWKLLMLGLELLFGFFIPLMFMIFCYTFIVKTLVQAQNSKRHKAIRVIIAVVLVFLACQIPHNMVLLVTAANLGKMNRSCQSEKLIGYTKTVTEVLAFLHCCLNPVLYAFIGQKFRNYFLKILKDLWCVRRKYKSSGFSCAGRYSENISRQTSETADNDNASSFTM
UBC13 polyUb: human UBC13 polyubiquitination inhibition. UBC13 polyubiquitin chain formation, TR-FRET. inhibition, % at 20 µM. actives 0.47% (n = 330,000). AID 485273; in the data active = inhibition above about 45%, passing the limit was not always enough
Target sequence (P61088 whole entry, looked up): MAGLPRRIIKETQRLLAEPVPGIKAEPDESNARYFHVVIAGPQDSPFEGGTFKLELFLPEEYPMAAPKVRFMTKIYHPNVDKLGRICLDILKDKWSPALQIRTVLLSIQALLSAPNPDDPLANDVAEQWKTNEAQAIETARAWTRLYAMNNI
APJ antagonist: APJ receptor antagonism; P35414; CHO-K1 APJ beta-arrestin complementation, luminescence; inhibition, % at 20 µM; actives 0.32% (n = 330,000); AID 2521;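 active = inhibition above about 40% at 20 µM, limit read from the data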;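 note: cells challenged with 10 nM apelin-13 agonist together with compound; plate controls were apelin-13 plus DMSO wells for no effect and DMSO wells lacking apelin-13 for full effect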
An asterisk follows results filed as active; · = no result given. Some of the compounds tested; rates above refer to the full screens.

Compound,APJ agonist,ATG4B inhibitor,UBC13 polyUb,APJ antagonist,CCR6 antagonist,Gli-Sufu block,CXCR6 block,EBI2 antag
CC(C)c1ccc(-n2c(O)c(/C=N/NC(=O)c3ccncc3)c(=O)[nH]c2=O)cc1,-2,-4,18,-20,9,-15,-2,-15
O=C(COc1ccccc1)N1CCN(CC2CC3C=CC2C3)CC1 (centres undefined),-2,-7,10,6,5,5,-8,42
COC(=O)C1=C(c2ccc(Cl)c(C(F)(F)F)c2)C[C@@H]2CC[C@H]1N2C(=O)N1CCC(O)(c2ccc(Cl)cc2)CC1,-2,-13,-29,-5,10,5,2,11
COC(=O)C1=C(c2ccc(OC(F)(F)F)cc2)C[C@@H]2CC[C@H]1N2C(=O)N1CCC(O)CC1,-4,-10,3,5,6,17,-6,-18
O=C(NCc1ccc(C(=O)N2CCC3(CC2)OCCO3)cc1)c1cccc(Br)c1,-6,3,6,-14,-2,-7,-2,6
CCC1CN1P1(=O)OCC(C)([N+](=O)[O-])CO1 (centres undefined),·,5,·,·,3,8,3,-2
Nc1ccccc1-[n+]1c(-c2ccccc2)cc(-c2ccccc2)cc1-c1ccccc1,-3,4,9,8,7,15,2,-1
CCC1(CC)C(=O)NC(=O)N(c2ccccc2)C1=O,·,-8,·,·,-3,1,-1,1
CCC(=Nc1ccc2c(c1)CCC2)c1c(O)n(C2CCCCC2)c(=O)[nH]c1=O,1,2,-4,-18,-6,-6,-1,9
C=CCn1c(O)c(C(C)=O)c(=O)[nH]c1=O (tested in a mixture with another compound),-3,-7,3,3,0,28,-4,0
Cc1nn(Cc2ccccc2Cl)c(C)c1C(=O)OCC(=O)NC1CCCC(C)C1C (centres undefined),-3,3,-8,1,17,12,0,13
Cc1ccc(N2C(=O)NC(=O)C3(Cc4ccccc4N4CCN(c5ccccc5)CC43)C2=O)cc1 (centres undefined),-4,14,-14,10,20,2,-2,9
CCCCn1c(C)c(C(=O)OCC)c2c(CN3CCOCC3)c(O)ccc21,1,-13,-2,-6,14,8,6,7
CCOP(=O)(/C=C(\Cl)c1ccccc1)C(O)c1ccc(F)cc1 (centres undefined),0,0,7,20,5,6,10,-1
Nc1ccc(N=Nc2ccccc2)cc1,-4,5,-29,27,10,-40,7,2
O=C(c1ccc(F)cc1)C(Cc1ccccc1)N1CCCCC1 (centres undefined),-1,2,-8,22,4,-6,2,4
Cn1c(O)c(C(=Nc2ccc(F)cc2)c2ccccc2Cl)c(=O)n(C)c1=O,-1,-4,-3,16,16,-6,4,6
O=C(CCCn1c(=O)[nH]c2cc(Cl)ccc2c1=O)N1CCC2(CC1)OCCO2,0,4,3,3,-18,1,-5,-2
CN(CC1COc2ccccc2O1)c1nc(-c2cccnc2)nc2ccccc12 (centres undefined),3,-5,5,2,5,18,7,5
O=c1c2ccccc2[nH]c(=S)n1-c1cccnc1,1,-1,23,14,-4,2,·,·

Quoted from the listing:
CCC1(CC)C(=O)NC(=O)N(c2ccccc2)C1=O | ATG4B inhibitor = -8
C=CCn1c(O)c(C(C)=O)c(=O)[nH]c1=O (tested in a mixture with another compound) | UBC13 polyUb = 3

Remaining list, next part:
Compound,APJ agonist,ATG4B inhibitor,UBC13 polyUb,APJ antagonist,CCR6 antagonist,Gli-Sufu block,CXCR6 block,EBI2 antag
COc1ccc(N2C(=O)CC(=O)NC2=O)cc1,-3,-4,6,-4,-6,-2,8,-8
O=C(N/N=C/c1c(O)n(CCC2=CCCCC2)c(=S)[nH]c1=O)c1ccccc1,-5,9,-18,11,13,-9,7,1
COC1=CCC2([N+](=O)[O-])CN(C)CC1([N+](=O)[O-])C2 (centres undefined),-4,3,1,7,-10,-18,0,-2
C[C@]12CCC3C(C[C@@H](O)[C@H]4C[C@@H](O)CC[C@]34C)C1CC[C@@H]2O (some centres undefined),1,25,-12,-5,-1,2,-3,-2
COc1ccc(CCn2c(O)c(C=NCc3ccc4c(c3)OCO4)c(=O)[nH]c2=O)cc1OC,-1,-7,0,4,6,-17,-2,5
CCN(CC)CCCN=Cc1c(O)n(-c2ccccc2F)c(=O)[nH]c1=O,-4,12,-2,-18,-4,10,-3,-4
COCCNC(=O)CN1C(=O)C(C)N=C(c2ccccc2)c2cc(Cl)ccc21 (centres undefined),-3,1,-4,13,4,3,-3,3
CC1=Nc2ccccc2/C1=C/c1c(O)[nH]c(=O)[nH]c1=O,-3,3,-42,13,-2,18,8,-1
CCOC(=O)c1[nH]ncc1CN1CCCC(C(=O)c2cccc(Cl)c2)C1 (centres undefined),-2,-2,4,-7,9,1,-5,0
CC(=O)N1N=C2C3CCN(CC3)C2C1c1ccccc1 (centres undefined),0,0,-5,-21,-16,-1,0,-6
N#CC(C#N)=C(N)c1cccnc1,-2,1,-7,-37,3,0,-2,-8
COc1ccc2c(c1O)[C@]13CCN(C)[C@H](C2)[C@@H]1CCC(=O)C3,-3,-5,-4,-7,-2,0,-2,-7
O=C1NC(=O)C(=Cc2ccc(-c3cc(Cl)ccc3[N+](=O)[O-])o2)C(=O)N1,·,8,·,·,8,-5,16,9
Cc1ncc2n1-c1ccc(Cl)cc1C(c1ccccc1F)=NC2,-4,6,7,12,12,18,7,15
O=C1NC(=O)N(c2ccccc2F)C(=O)/C1=C/c1cn(CC(=O)N2CCOCC2)c2ccccc12,-1,7,0,-2,25,-5,·,·
CCCC1CCCCC12C(=O)NC(=O)NC2=O (centres undefined),·,19,·,·,1,19,-2,4
c1ccc(CN2CCN(Cc3ccc4ccccc4c3)CC2)cc1,3,5,5,4,-7,12,-9,4
CCOP(=S)(OCC)SCC(=O)NC(C)(CC)C(=O)O (centres undefined),-6,-11,5,-9,1,6,-3,-3
COC(=O)C1=C(c2cc3ccccc3o2)C[C@@H]2CC[C@H]1N2C(=O)N1CCCCC1,-1,3,15,0,12,48,-5,-10
Cc1cc(C(=O)OCC(=O)Nc2ccc(F)cc2F)c(C)n1C1CC1,-3,-26,0,6,14,-34,5,4
CCCCC(=O)N/N=C/c1c(O)n(C2CC2)c(=S)[nH]c1=O,0,3,-15,-10,3,9,4,-14
Cc1cc(C)n2nc(C)[n+](C)c2n1,-2,3,0,0,0,0,9,-7
CCCCCCN1CCN(c2ccc(Cl)cc2)CC1,-5,2,-5,1,-6,9,-7,-1
O=C(c1ccccc1)c1cn(CC(=O)N2CCCC2)c2ccccc12,-8,-5,7,-2,6,-6,1,-5
COC(=O)C1=C(c2ccc(F)cc2F)C[C@@H]2CC[C@H]1N2C(=O)NCC1CC1,-4,-7,-4,-5,6,1,-3,2
ClC1=C(Cl)C2(Cl)C3C(Cl)C=CC3C1(Cl)C2(Cl)Cl (centres undefined),-3,1,4,14,33,12,-2,4
O=c1[nH]c(=O)n(Cc2ccc(F)cc2)c(O)c1C=NCC1CCCO1 (centres undefined),-2,-1,-11,-6,3,0,-2,0
Brc1ccc2[nH]cc(/C=N/N3CCCCC3)c2c1,-2,-3,11,-10,10,-3,-3,-8
COc1ccc(S(=O)(=O)NC(CC(=O)N2CCC3(CC2)OCCO3)c2ccco2)cc1 (centres undefined),-5,2,0,2,-7,-4,7,-2
CCCCC/C(=N\O)c1c[nH]c2ccccc12,-4,23,10,-6,-6,8,-11,-3
Cc1cc(/C=C2\C(=O)NC(=O)N(c3ccc(Cl)cc3)C2=O)c(C)n1-c1sc2c(c1C#N)CCCC2,4,43*,-23,7,-12,53,-9,29
CC(=NCCN1CCCCC1)c1c(O)n(-c2ccc(Cl)cc2)c(=O)[nH]c1=O,1,-2,-2,3,-2,3,4,-9
Cc1ccc(-c2nn(CCC#N)cc2C(=O)O)cc1C,0,-1,2,0,8,-3,10,-3
Clc1ccc2c(c1)C(OC1CN3CCC1CC3)c1ccccc1CS2 (centres undefined),-1,1,41,-2,16,14,8,-3
Fc1ccc(Cn2nnnc2C(c2ccc(F)cc2)N2CC=C(c3ccc(F)cc3)CC2)cc1 (centres undefined),-1,-12,-2,8,10,1,0,3
COc1cc2c(cc1OC)C1[C@H]3C(=CC[C@H]1OC2O)CCN3C (some centres undefined),0,1,-4,2,3,-11,2,-1
COC(=O)C1=C(c2cc3ccccc3o2)C[C@@H]2CC[C@H]1N2C(=O)NC1CCCCC1,5,-7,12,12,14,-19,-8,4
CN1C(=O)C(=Cc2ccccc2OS(=O)(=O)c2ccccc2)C(=O)N(C)C1=O,-1,7,1,-18,8,-20,4,-9
c1ccc(C2(N3CCCCC3)CCCCC2)cc1,-4,10,1,8,1,-15,2,3
O=C(CN1C(=O)CN=C(c2ccccc2)c2ccccc21)NCc1ccco1,-1,-12,5,22,33,-14,28,2
Cc1cccc(NP(=O)(Oc2ccccc2F)Oc2ccccc2F)c1,·,24,·,·,-7,8,8,10
O=C(CCC(=O)N1CCC2(CC1)OCCO2)Nc1nnc(C(F)(F)F)s1,-6,-15,3,8,-1,0,-1,-6
CN1CCC(c2c[nH]c3ccccc23)C1 (centres undefined),-1,-1,-2,8,-7,10,4,-1
COc1cc(/C=N/n2cnnc2)ccc1OC(=O)N(C)C,-3,-3,-1,0,3,7,-7,-7
OCC12COC3c4ccccc4C(OC1)N32 (centres undefined),-4,3,5,-8,-8,6,-9,-2
CCN1CCC2(CC1)NC(CO)(CO)CO2,-3,0,2,5,-14,28,-7,8
COc1ccccc1N=Nc1c(O)[nH]c(=S)[nH]c1=O,-5,1,-478,26,34,-2,21,6
O=P(C(c1ccc2c(c1)OCO2)N1CCOCC1)(N1CCOCC1)N1CCOCC1 (centres undefined),-1,11,-2,10,-1,2,1,4

2 compounds picked at random from those above, as already listed:
Compound,APJ agonist,ATG4B inhibitor,UBC13 polyUb,APJ antagonist,CCR6 antagonist,Gli-Sufu block,CXCR6 block,EBI2 antag
CC(=O)N1N=C2C3CCN(CC3)C2C1c1ccccc1 (centres undefined),0,0,-5,-21,-16,-1,0,-6
Cc1ccc(N2C(=O)NC(=O)C3(Cc4ccccc4N4CCN(c5ccccc5)CC43)C2=O)cc1 (centres undefined),-4,14,-14,10,20,2,-2,9
